tim10-1 inh = inhibits growth of tim10-1 mutant yeast; S. cerevisiae tim10-1 ts strain growth, BacTiter-Glo, 24 h; inhibition, % at 20 µM; 330,000 tested, 2.2% active;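 active = inhibition of at least 40%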;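 also: mutant grown at 25 °C; 0% = DMSO wells with yeast and 100% = wells holding no yeast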
CXCR6 block = CXCR6 (human) receptor inhibition; CHO-K1 PathHunter CXCR6 beta-arrestin, luminescence; O00574; AID 602244; 360,000 tested, 0.36% active; inhibition, % at 20 µM; in the data active = inhibition above about 34%, passing the limit was not always enough;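 also: antagonist mode with CXCL16 agonist at 10 nM final; 0% = 10 nM CXCL16 with DMSO and 100% = unstimulated wells without agonist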
Target sequence (O00574 whole entry, looked up): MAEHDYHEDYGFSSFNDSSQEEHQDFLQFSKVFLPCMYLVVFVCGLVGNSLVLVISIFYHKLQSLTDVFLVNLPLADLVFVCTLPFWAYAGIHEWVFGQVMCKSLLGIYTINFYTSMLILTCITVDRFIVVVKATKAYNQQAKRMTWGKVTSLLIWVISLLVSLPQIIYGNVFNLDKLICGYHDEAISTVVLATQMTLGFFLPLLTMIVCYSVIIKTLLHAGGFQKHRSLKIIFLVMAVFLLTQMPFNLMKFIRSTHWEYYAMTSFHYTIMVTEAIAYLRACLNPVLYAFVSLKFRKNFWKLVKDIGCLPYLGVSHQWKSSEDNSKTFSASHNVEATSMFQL
tim23-1 inh = tim23-1 yeast growth inhibition; 330,000 tested, 1.3% active; AID 463212; inhibition, % at 20 µM; S. cerevisiae tim23-1 growth, BacTiter-Glo luminescence, 24 h;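 active = growth inhibition of the mutant yeast at or above 50%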;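 also: temperature-sensitive mutant grown at 25 °C; plate controls were DMSO-treated mutant yeast for no effect and medium wells lacking yeast for full effect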
APJ antag = blocks the human apelin receptor APJ | P35414 | CHO-K1 APJ beta-arrestin complementation, luminescence | inhibition, % at 20 µM | 330,000 tested, 0.32% active;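 active = inhibition above about 40% at 20 µM, limit read from the data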;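 also: cells challenged with 10 nM apelin-13 agonist together with compound; plate controls were apelin-13 plus DMSO wells for no effect and DMSO wells lacking apelin-13 for full effect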
Target sequence (P35414 whole entry, looked up): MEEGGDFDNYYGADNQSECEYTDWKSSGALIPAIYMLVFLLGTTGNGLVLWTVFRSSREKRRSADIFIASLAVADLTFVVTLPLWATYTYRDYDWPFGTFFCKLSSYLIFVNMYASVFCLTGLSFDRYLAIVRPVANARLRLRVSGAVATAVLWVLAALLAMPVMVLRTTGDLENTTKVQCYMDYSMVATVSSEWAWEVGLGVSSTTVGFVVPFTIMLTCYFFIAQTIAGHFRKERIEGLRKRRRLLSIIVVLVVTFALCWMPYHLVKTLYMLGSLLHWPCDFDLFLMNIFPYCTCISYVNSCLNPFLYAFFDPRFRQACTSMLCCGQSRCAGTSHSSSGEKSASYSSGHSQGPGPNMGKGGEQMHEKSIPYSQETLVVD
APJ ag = activates the human apelin receptor APJ; 330,000 tested, 0.11% active; CHO-K1 APJ PathHunter beta-arrestin, luminescence; 0% DMSO wells, 100% apelin; activation, % at 20 µM; P35414; AID 2520;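 active = activation more than six SD over the plate average, tested at 20 µM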;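 also: 0% = DMSO alone and 100% = apelin-13 at 10 nM; some results filed as inactive read as strong as hits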
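Test system – PathHunter CHO-K1 APJ (AGTRL-1) beta-arrestin reporter cells · Input – 1000 cells/well · Compound – single test compound dose, 20 µM final, 1% DMSO · Times – compound stimulation 90 min at 25 °C, detection 60 min · Technique – beta-gal luminescence · Read-out basis – APJ–arrestin association signal · Control set – negative DMSO alone, positive Apelin-13 at 10 nM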
XBP1 UPR activ = activators of adaptive arm of unfolded protein response (XBP1); CHO-XBP1 luciferase reporter, IRE1-XBP1 UPR activation, luminescence; percent of tunicamycin response, DMSO as zero; activation, % at 20 µM; 330,000 tested, 0.33% active; AID 463104;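 active = versus positive control, 20 µM dose yields 30% or more activation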;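 also: 100% = tunicamycin at 10 µg/mL and 0% = DMSO only wells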
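incubation = overnight seeding at 37 °C, 6 h compound treatment at 37 °C | assay system = CHO-XBP1 cells stably carrying IRE1-XBP1-driven luciferase reporter | input = 1000 cells per well | detection = luciferase luminescence | dosing = single point, 20 µM final compound, 1% DMSO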
Mdm2-MdmX inh = human Mdm2/MdmX binding inhibition; O15151+Q00987; SaOS-2 split-luciferase Mdm2/MdmX complementation, luminescence; inhibition, % at 8 µM; 330,000 tested, 3% active; AID 485346;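 active = inhibition of at least 50% at 8 µM in the primary screen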
TIM10 inh = inhibits growth of TIM10 yeast strain; S. cerevisiae TIM10 strain growth, BacTiter-Glo luminescence, 24 h; inhibition, % at 10 µM; 330,000 tested, 1.4% active; AID 463195;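 active = inhibition of 40% or more at the single tested concentration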;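 also: wild-type TIM10 isogenic control strain grown at permissive 25 °C; 0% = DMSO yeast wells and 100% = minimal medium wells without yeast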
CHOP UPR activ = activators of apoptotic arm of unfolded protein response (CHOP). activation, % at 10 µM. CHO-CHOP luciferase reporter, UPR activation, luminescence; percent of tunicamycin response over DMSO baseline. 330,000 tested, 0.34% active. AID 449763;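 active = at 10 µM dose, activation of 40% or more, normalized to positive control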;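 also: 100% = tunicamycin at 10 µg/mL and 0% = DMSO alone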
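Material: CHO-CHOP cells, stable luciferase reporter of PERK-eIF2a-CHOP signalling; quantity: 500 reporter cells seeded per well; buffer or medium: F12 medium containing 10% fetal bovine serum; compound: one dose, 10 µM in 0.5% DMSO; incubation: 6 h compound treatment, 37 °C; measured by: Steady-Glo luciferase luminescence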
Active calls of the source: *; / = not tested or not shown.

SMILES | tim10-1 inh | CXCR6 block | tim23-1 inh | APJ antag | APJ ag | XBP1 UPR activ | Mdm2-MdmX inh | TIM10 inh | CHOP UPR activ
CC(C)(C)OC(=O)N1CCC(CNC(=O)Nc2ccccc2)CC1 | 9 | 4 | 18 | 6 | 0 | -1 | -13 | 12 | 2.2
COC(=O)c1cc(C(=O)NCC2CCCCC2)cc([N+](=O)[O-])c1 | -11 | -24 | 26 | 1 | 0 | -3 | -13 | 8 | 2.5
CC(=O)c1c(C(C)=O)c(C)n(Cc2ccc(Cl)cc2)c1C | 16 | -11 | 7 | 6 | 5 | 0 | 4 | 13 | -1.7
Cc1nn(-c2ccccc2)nc1CNC(=O)C1CCC1 | -7 | 8 | 18 | 4 | 1 | -3 | -18 | 4 | -0.8
CCOC(=O)Cc1csc(SCC(=O)/C(C#N)=C(\C)N)n1 | 7 | -10 | 11 | 3 | 4 | -2 | 5 | 2 | 1.6
COc1ccc(C2=CCN3CCCCC3C2)c(-c2ccc(OC)c(OC)c2)c1 (stereo unspecified) | 14 | 10 | 12 | 7 | -5 | 1 | 26 | 5 | 2.0
O=c1cc(N2CCN(c3ccccc3)CC2)[nH]c(=O)n1C1CCCCC1 | -6 | 3 | 5 | -6 | -4 | 5 | 67* | -6 | -1.2
CC(C)(C)c1nc(NCCO)c2nnn(Cc3ccccc3)c2n1 | 34 | 1 | 31 | 15 | 0 | 0 | 13 | -4 | 1.1
CCC1CCCCN1C(=O)CSc1nc(N)cc(=O)[nH]1 (stereo unspecified) | 5 | 1 | -4 | -14 | 1 | 2 | -9 | 2 | 1.9
O=C(O)CNC(=S)N(Cc1ccccc1F)C1CCCCC1 | 8 | -11 | -5 | -3 | -3 | -1 | 0 | 8 | 0.2
N=C1C(c2ccccc2)=C(O)CN1c1cccc2ccccc12 | 16 | -7 | 3 | -1 | -3 | -2 | 2 | 17 | 0.6
CCN(CC)S(=O)(=O)c1ccc(N2CCOCC2)c(NC(=O)CCOc2ccccc2)c1 | 8 | 3 | 21 | -17 | 0 | -1 | -16 | -34 | -1.6
COc1ccccc1Oc1ccc2c(c1)C(=O)N(c1ccc(C)cc1)C2=O | 12 | -3 | 9 | 12 | -1 | 1 | 12 | -2 | 4.4
CN(CC(=O)Nc1ccccc1Cl)C(=O)COC(=O)c1cnccn1 | -8 | 2 | 0 | 5 | -5 | 2 | 5 | -2 | 1.2
Cc1onc(-c2ccccc2Cl)c1C(=O)OCc1cnc(Cl)s1 | -3 | 4 | 2 | 3 | -5 | 4 | 13 | 1 | -1.1
COc1ccc(C(=O)/C=C/Nc2ccc(S(=O)(=O)Nc3onc(C)c3C)cc2)cc1 | 16 | -3 | 22 | 0 | -1 | 0 | -13 | 8 | 1.0
CCOC(=O)c1sc2nc(SC)nc(-c3ccccc3)c2c1N | 15 | 2 | 7 | 18 | 1 | 2 | 6 | 0 | 3.6
O=C(NCCCN1CCOCC1)c1c(O)c2cc(Br)cc(Br)c2[nH]c1=O | 51* | 3 | 46 | 9 | 13 | 15 | 40 | 67* | 35
S=C(NCc1ccco1)N1CCN(Cc2ccc(Cl)cc2Cl)CC1 | 51* | 1 | 70* | -21 | -4 | -5 | 2 | 48* | -3.4
Cc1ccc(C(C)C)cc1C(=O)CC1(O)C(=O)N(C)c2ccccc21 (stereo unspecified) | 42* | -2 | 1 | 0 | 0 | 0 | -5 | 33 | 2.4
O=C(c1cc(F)ccc1F)N1CCC(N2CCC(C(=O)N3CCCC3)CC2)CC1 | -11 | 3 | -3 | 15 | 1 | -2 | 9 | 19 | 2.1
O=C(CNC(=O)c1ccc(Cl)cc1Cl)OCc1nnc(-c2ccccc2Br)o1 | 0 | 3 | 10 | 5 | 0 | -1 | 14 | -13 | 0.3
NC(=O)c1ccc(NC(=O)CCc2nc3ccccc3s2)cc1 | -4 | -2 | 4 | -1 | -1 | 6 | 18 | 9 | 0.2
CCOC(=O)N1CCN(c2nc(-c3ccccc3)c3cc(C)ccc3n2)CC1 | 8 | 8 | 36 | 14 | -4 | -4 | 11 | 18 | -0.9
Fc1ccc(NC(=S)N2CCCc3ccccc32)cc1 | 6 | -11 | 10 | -9 | -2 | -4 | 4 | 1 | -0.3

(listing goes on)
SMILES | tim10-1 inh | CXCR6 block | tim23-1 inh | APJ antag | APJ ag | XBP1 UPR activ | Mdm2-MdmX inh | TIM10 inh | CHOP UPR activ
COc1cccc(C(=O)CC(=O)C(=O)Nc2cc(OC)ccc2OC)c1 | -7 | -2 | 10 | -3 | -2 | 3 | 24 | 4 | 2.2
CN(C)c1ccc(-c2ccc3oc(-c4ccsc4)cc(=O)c3c2)cn1 | -32 | -4 | 11 | 11 | -2 | 6 | -87 | -1 | 2.3
CCCc1nccn1S(=O)(=O)c1cc(OC)ccc1OC | 20 | -3 | 3 | 10 | -2 | -1 | 13 | 9 | -0.7
O=C1CN(c2ccccc2)C(=O)N1 | -18 | -4 | -21 | -21 | -5 | -2 | 20 | -19 | -2.2
Cc1nn(-c2ccccc2)c(Cl)c1/C=N/NC(=O)c1nn(C)cc1[N+](=O)[O-] | -3 | 6 | 13 | 0 | 5 | 3 | 0 | 0 | 2.3
NC(=O)c1ccccc1N=Cc1cccnc1 | 15 | -6 | 2 | 3 | -3 | -1 | 13 | 11 | 2.1
CC(C)CNC(=O)C1Nc2ccccc2C2C=CCC12 (stereo unspecified) | 9 | -2 | 14 | 0 | 4 | 2 | 17 | 5 | 0.3
CC(C)c1nc(C#N)c(NCCCn2ccnc2)o1 | 12 | 1 | -4 | 2 | -1 | -1 | -15 | -25 | -1.1
COc1ccccc1C(=O)NC(=O)COC(=O)C1CCC1 | -18 | 3 | -16 | -1 | -4 | -2 | -8 | -5 | 0.4
CCOC(=O)c1c(S(=O)(=O)Nc2ccccc2OCC)c(C)n(C)c1C | 12 | -5 | -1 | 8 | -3 | -1 | 11 | -9 | 0.3
Cc1cc(C)c(C)c(S(=O)(=O)Nc2ccccc2C(=O)O)c1C | -1 | 9 | 8 | -4 | -1 | -2 | 5 | 16 | 0.3
O=C(CNc1ccccc1)N/N=C/c1ccc2c(c1)OCCO2 | -8 | -1 | 7 | 0 | / | 0 | 0 | -10 | 2.5
CC(C)Oc1ccc(C(=O)Nc2cc(S(=O)(=O)N3CCOCC3)ccc2N2CCOCC2)cc1 | 13 | -12 | 24 | 10 | -1 | -2 | 10 | 5 | -0.1
CC(NC(=O)CCc1nc2cc(S(=O)(=O)N3CCOCC3)ccc2n1C)c1ccc(S(N)(=O)=O)cc1 (stereo unspecified) | -19 | -3 | 3 | 0 | 1 | -1 | 8 | -4 | 0.5
CCOC(=O)N1CCC(N2C(=O)c3ccccc3C2Nc2c(C)cccc2C)CC1 (stereo unspecified) | 37 | -5 | 36 | -2 | 5 | 0 | -39 | 15 | -0.4
O=C(Nc1ccccc1)Nc1ccccc1C(=O)NCc1ccccc1 | 16 | 2 | 6 | 8 | -1 | 2 | 13 | 9 | 0.2
Cc1ccc(NC(=O)COC(=O)CCC2CCCC2)c(Br)c1 | -9 | 6 | 8 | 12 | -5 | 2 | -19 | 2 | -0.9
COc1cc(C(=O)Oc2cc(N)n(S(=O)(=O)c3ccc(F)cc3)n2)cc(OC)c1OC | 17 | -4 | 34 | 7 | -2 | -6 | 25 | 32 | 1.7
COc1ccc(NC(=O)C(CCS(C)(=O)=O)NC(C)=O)cc1 (stereo unspecified) | -13 | 4 | -4 | 8 | 1 | -2 | 20 | -10 | 1.3
O=C(O)COc1ccccc1/C=N/NC(=O)Cc1csc(Nc2cccc(C(F)(F)F)c2)n1 | 13 | 1 | 12 | 4 | -2 | 1 | 5 | 7 | 0.8
COc1ccc(-c2noc(CCC(=O)N3CCN(c4ccccc4F)CC3)n2)cc1 | 15 | -3 | 42 | / | / | -2 | -3 | 6 | -0.4
CCCc1ccc(S(=O)(=O)N2CCN(Cc3ccco3)CC2)cc1 | 19 | 1 | 28 | -24 | 5 | -4 | 11 | 13 | 1.6
CCOC(=O)c1ccccc1NC(=O)/C=C/c1cc(OC)c(OC)c(OC)c1 | 9 | 6 | 18 | -1 | -2 | 2 | 28 | 7 | -1.7
O=[N+]([O-])c1cc(Cl)ccc1N1CCN(c2ccccc2O)CC1 | 59* | -6 | 37 | -12 | -2 | -3 | 10 | 40 | 1.5
Cc1ccc(NC(=O)CN(C)CC(=O)Nc2ccc(N3CCOCC3)cc2)c(C)c1 | 3 | 2 | 4 | -1 | -2 | -2 | 15 | 0 | -0.6
Cn1c(CNC(=O)CCNC(=O)c2ccc(F)c(F)c2)cc(=O)n(C)c1=O | 20 | -2 | 13 | 7 | 1 | -2 | -16 | 10 | 2.6
CSc1ncccc1C(=O)Nc1cccc(S(=O)(=O)N2CCOCC2)c1 | 5 | 3 | 21 | -3 | -3 | -3 | 3 | 6 | 0.0

Single values from above:
`CC(NC(=O)CCc1nc2cc(S(=O)(=O)N3CCOCC3)ccc2n1C)c1ccc(S(N)(=O)=O)cc1` (stereo unspecified) in tim10-1 inh reads -19
`CC(C)Oc1ccc(C(=O)Nc2cc(S(=O)(=O)N3CCOCC3)ccc2N2CCOCC2)cc1` in CXCR6 block reads -12

Entries shown so far that have a Cl atom (seven):
SMILES | tim10-1 inh | CXCR6 block | tim23-1 inh | APJ antag | APJ ag | XBP1 UPR activ | Mdm2-MdmX inh | TIM10 inh | CHOP UPR activ
CC(=O)c1c(C(C)=O)c(C)n(Cc2ccc(Cl)cc2)c1C | 16 | -11 | 7 | 6 | 5 | 0 | 4 | 13 | -1.7
CN(CC(=O)Nc1ccccc1Cl)C(=O)COC(=O)c1cnccn1 | -8 | 2 | 0 | 5 | -5 | 2 | 5 | -2 | 1.2
Cc1onc(-c2ccccc2Cl)c1C(=O)OCc1cnc(Cl)s1 | -3 | 4 | 2 | 3 | -5 | 4 | 13 | 1 | -1.1
S=C(NCc1ccco1)N1CCN(Cc2ccc(Cl)cc2Cl)CC1 | 51* | 1 | 70* | -21 | -4 | -5 | 2 | 48* | -3.4
O=C(CNC(=O)c1ccc(Cl)cc1Cl)OCc1nnc(-c2ccccc2Br)o1 | 0 | 3 | 10 | 5 | 0 | -1 | 14 | -13 | 0.3
Cc1nn(-c2ccccc2)c(Cl)c1/C=N/NC(=O)c1nn(C)cc1[N+](=O)[O-] | -3 | 6 | 13 | 0 | 5 | 3 | 0 | 0 | 2.3
O=[N+]([O-])c1cc(Cl)ccc1N1CCN(c2ccccc2O)CC1 | 59* | -6 | 37 | -12 | -2 | -3 | 10 | 40 | 1.5

Source: PubChem (Sanford-Burnham Center for Chemical Genomics)

Only part of the results is shown; rates above refer to the full screens.
